RMI FANCM FP: blocks RMI1/RMI2 complex binding to FANCM MM2 peptide. AID 1159607. hit rate 0.58% among 70,000. Fluorescence polarization, RMI core complex with F-MM2 peptide; hits give low values. FP signal (polarization) at 33 µM; in the data active = FP signal below about 40; note: inactives centre near 61; strong numbers were not always called active; unit not given here
* marks the source's active call; other numbers are inactive results; & = joins results of further samples. An excerpt (hit frequency here may not be typical).

SMILES | RMI FANCM FP
CC1CCCC(C)N1C(=O)c1ccc(CNS(=O)(=O)c2cccc(C(F)(F)F)c2)cc1 (stereo not drawn) | 77
CC(C)n1c(=O)c2ccccc2n(Cc2nc(-c3cccc(C(F)(F)F)c3)no2)c1=O | 78
Cc1nc(-c2cccc(F)c2)sc1CCNC(=O)c1cc2ccccc2oc1=O | 57
Cc1nc(-c2ccccc2)sc1C(=O)NNC(=O)c1c(C)noc1C | 54
CSc1nnc(-c2ccccc2NC(=O)/C=C/c2cccc(F)c2)o1 | 66
CNC(=O)c1c(NC(=O)c2ccc(S(=O)(=O)N3CC(C)OC(C)C3)cc2)sc2c1CCN(C(C)C)C2 (stereo not drawn) | 86
CCOC(=O)CSc1ccc(NC(=O)C(C)C)nn1 | 68
C=CCN1C(=O)C(C)(C)COc2ccc(NC(=O)c3ccc(OCCCC)cc3)cc21 | 81
O=S(=O)(NCCOc1cccc(C(F)(F)F)c1)c1cccs1 | 64
CC1(C)CC(=O)C(C=Nc2ccc(Cl)cc2C(F)(F)F)=C(O)C1 | 59
O=C(NCCn1ncc2c(N3CCCC3)ncnc21)c1c(F)cccc1Cl | 66
COc1ccc(-c2c[nH]c(=S)n2C)cc1 | 62
Cc1nn(C)c(NCCCN2CCOCC2)c1[N+](=O)[O-] | 59
O=C(CSc1ncnc2sc3c(c12)CCCCC3)c1ccc(Oc2ccccc2)cc1 | 82
O=C(Nc1ccc(OC(F)F)cc1)c1cccs1 | 59
CCC(=O)N1CCCc2ccc(NC(=O)OC)cc21 | 72
CCn1nccc1C(=O)N(Cc1ccccc1)c1nc2c(F)cc(F)cc2s1 | 70
O=C(CSc1ncnc2scc(-c3ccc(Cl)cc3)c12)N1CCCCCC1 | 80
CCOc1ccc(C(=O)NC(C)C(c2cccs2)N2CCOCC2)cc1 (stereo not drawn) | 62
COc1ccc(S(=O)(=O)N(CCC#N)CC2CCCO2)cc1OC (stereo not drawn) | 55
COc1ccc(OC)c2c1sc(=NC(=O)c1ccc(S(=O)(=O)N(C)C)cc1)n2C | 62
COc1cc(CCc2nnc(-c3cccs3)o2)cc(OC)c1OC | 55
CC(C)CNC(=O)c1sccc1S(=O)(=O)N1CCN(c2ccccc2)CC1 | 58
O=C(Cn1nc(C2CC2)c2cnn(-c3ccccc3)c2c1=O)N1CCOCC1 | 64
Cc1cc(C(F)(F)F)cc(NNC(=O)NC(=O)c2c(Cl)cccc2Cl)n1 | 55

More compounds.
SMILES | RMI FANCM FP
COc1ccc(S(=O)(=O)CCC(=O)Nc2cc(C)nn2C)cc1 | 70
COc1cccc(OC)c1C(=O)NC(C)(C)CC(C)(C)C | 55
C/C=C\C(=O)NCCn1ncc2c(=O)n(Cc3ccccc3C)cnc21 | 67
CCOC(=O)c1nn(-c2ccc(F)cc2)c(=O)cc1OCc1cccc(C(F)(F)F)c1 | 53
CCN1CCN(CC(=O)Nc2ccc([N+](=O)[O-])cc2)C(=O)C1=O | 57
O=C(c1csc(Nc2ccccc2)n1)N1CCc2ccccc2C1 | 65
CCCOC(=O)Nc1ccc(I)cc1C | 69
O=C(Nc1ccc(SCCN2CCOCC2)nn1)C1CC1 | 70
COc1ccccc1N1CCN(CCNC(=O)c2cc(OC)c(OC)c(OC)c2)CC1 | 72
O=c1[nH]c(-c2ccccc2)nnc1C=C(O)c1cccs1 | 68
O=C(Cn1cnc2c(cnn2C2CCS(=O)(=O)C2)c1=O)c1ccc2c(c1)OCO2 (stereo not drawn) | 65
CCCS(=O)(=O)Nc1ccc2c(c1)NC(=O)C(C)(C)CO2 | 66
CCOC(=O)CNC(=O)CSc1nc2[nH]ncc2c(=O)[nH]1 | 56
COc1ccc(OCC(=O)NCCOc2ccc3nnc(-c4ccccc4)n3n2)cc1 | 69
CC1(C)CN=C(N(C(=O)Nc2cccc(Cl)c2)C2CCCCC2)S1 | 64
O=C(NC1CC(=O)N(c2ccc(F)cc2)C1)c1cccc2ccccc12 (stereo not drawn) | 55
Cc1nn(-c2ccccc2)c(N2CCCCC2)c1/C=N\NC(=O)C12CC3CC(CC(C3)C1)C2 | 62
CCCN1CCCc2cc(CCNS(=O)(=O)c3ccc(CC)s3)ccc21 | 64
COc1ccc(C(=O)NCc2nnc(SCc3ccccc3)n2Cc2ccccc2)cc1 | 61
CCOC(=O)c1ccc(NC(=O)c2ccc3nccnc3c2)cc1 | 57
CC(C)=C1CCC(C)C/C1=N/O (stereo not drawn) | 54
COc1ccc2c(c1)OC1CC1(c1ccccc1OC)C2=O (stereo not drawn) | 67
O=C(CSc1nc2ccccc2[nH]1)Nc1cccc2ccccc12 | 62
CCOc1ccc(NC(=O)CN2C(=O)c3ccccc3C2=O)c([N+](=O)[O-])c1 | 48
N#Cc1ccc(C(=S)N2CCOCC2)cc1 | 53

A few values from above.
Value of `COc1ccc(C(=O)NCc2nnc(SCc3ccccc3)n2Cc2ccccc2)cc1` in RMI FANCM FP: 61
Value of `CC1(C)CN=C(N(C(=O)Nc2cccc(Cl)c2)C2CCCCC2)S1` in RMI FANCM FP: 64

(more compounds)
SMILES | RMI FANCM FP
O=C(CCCSc1ccc(NC(=O)c2ccc(F)cc2)nn1)NCC1CCCO1 (stereo not drawn) | 65
O=C(c1ccc([N+](=O)[O-])o1)N1CCCN(c2ccc(C(F)(F)F)cc2[N+](=O)[O-])CC1 | 52
O=C(/C=C/c1cccc([N+](=O)[O-])c1)n1cnc2ccccc21 | 62
CC(C)(C)c1cc(NS(=O)(=O)c2cccc(F)c2)cc(C(C)(C)C)c1 | 75
CCOc1c(C)cc(S(=O)(=O)Nc2ccc3c(c2)N(C(=O)CC)CCC3)cc1C | 70
CSc1cc(-c2ccc(F)cc2)nn1S(=O)(=O)c1ccc(C)cc1 | 136
COC(=O)c1ccc(-c2csc(NC(=O)COc3ccccc3F)n2)cc1 | 83
CCC(C(=O)Nc1cccc(-c2ccc(N3CCOCC3)nn2)c1)c1ccccc1 (stereo not drawn) | 51
Cc1cc(Cl)ccc1OC(C)C(=O)N/N=C\c1ccc(N(C)C)cc1 (stereo not drawn) | 59
Nc1cc(C(F)(F)F)ccc1NCc1ccccc1 | 61
O=c1c2ccccc2oc2ncccc12 | 53
COC(=O)c1ccc(S(=O)(=O)N2CCC(O)(c3ccc(Cl)cc3)CC2)n1C | 61
Nc1ccc2c(c1)CC(=O)N2 | 68
CC(C)c1ccc(OCC(=O)Nc2nnc(-c3ccc(Br)o3)o2)cc1 | 71
Cc1ccc(S(=O)(=O)Nc2ccc(S(=O)(=O)Nc3nccs3)cc2)cc1 | 65
COc1ccccc1OCC(=O)NCCCc1ccc(N(C)C)cc1 | 71
O=C(Nc1ccccc1C(=O)O)OCC1c2ccccc2-c2ccccc21 | 55
NC(=O)N1CCCCC/C1=N/O | 59
CCCc1cnc(N2CCN(S(=O)(=O)c3ccc(C#N)cc3)CC2)nc1 | 58
CC(C)CNC(=O)c1nn2c(C(F)(F)F)cc(-c3cc(Br)cs3)nc2c1Br | 60
O=C(NC(=S)NC1CCS(=O)(=O)C1)c1ccc([N+](=O)[O-])cc1 (stereo not drawn) | 60
O=C(C1CC1)N1CCCC(c2nnc(-c3ccc4c(c3)OCO4)o2)C1 (stereo not drawn) | 63
O=C(/C=C\c1ccc2c(c1)OCO2)NCCn1ncc2c(=O)n(Cc3ccc(Br)cc3)cnc21 | 120
CCOC(=O)CC(=O)CSc1nc(C)c(C)c(C)c1C#N | 58
COc1ccc(-c2nnsc2N)cc1 | 57

No new results follow: 17 of the compounds above.
SMILES | RMI FANCM FP
Cc1cc(Cl)ccc1OC(C)C(=O)N/N=C\c1ccc(N(C)C)cc1 (stereo not drawn) | 59
Nc1cc(C(F)(F)F)ccc1NCc1ccccc1 | 61
O=c1c2ccccc2oc2ncccc12 | 53
COC(=O)c1ccc(S(=O)(=O)N2CCC(O)(c3ccc(Cl)cc3)CC2)n1C | 61
Nc1ccc2c(c1)CC(=O)N2 | 68
CC(C)c1ccc(OCC(=O)Nc2nnc(-c3ccc(Br)o3)o2)cc1 | 71
Cc1ccc(S(=O)(=O)Nc2ccc(S(=O)(=O)Nc3nccs3)cc2)cc1 | 65
COc1ccccc1OCC(=O)NCCCc1ccc(N(C)C)cc1 | 71
O=C(Nc1ccccc1C(=O)O)OCC1c2ccccc2-c2ccccc21 | 55
NC(=O)N1CCCCC/C1=N/O | 59
CCCc1cnc(N2CCN(S(=O)(=O)c3ccc(C#N)cc3)CC2)nc1 | 58
CC(C)CNC(=O)c1nn2c(C(F)(F)F)cc(-c3cc(Br)cs3)nc2c1Br | 60
O=C(NC(=S)NC1CCS(=O)(=O)C1)c1ccc([N+](=O)[O-])cc1 (stereo not drawn) | 60
O=C(C1CC1)N1CCCC(c2nnc(-c3ccc4c(c3)OCO4)o2)C1 (stereo not drawn) | 63
O=C(/C=C\c1ccc2c(c1)OCO2)NCCn1ncc2c(=O)n(Cc3ccc(Br)cc3)cnc21 | 120
CCOC(=O)CC(=O)CSc1nc(C)c(C)c(C)c1C#N | 58
COc1ccc(-c2nnsc2N)cc1 | 57

Next part
SMILES | RMI FANCM FP
CN(C)c1ccc(C(CNC(=O)CN2C(=O)c3ccccc3C2=O)N2CCCC2)cc1 (stereo not drawn) | 61
COc1cccc(CSc2nc(CC(=O)NCc3ccc4c(c3)OCO4)cc(=O)[nH]2)c1 | 58
O=S(=O)(Nc1cc(Br)c(O)c2ccccc12)c1ccc2ccccc2c1 | 29*
CCN1C(=O)c2cccc3c(NC(C)=O)ccc1c23 | 65
CC(=O)c1ccc(NS(C)(=O)=O)cc1 | 61
COc1ccc(SCCCC(=O)N2CCN(c3nc4ccc([N+](=O)[O-])cc4s3)CC2)cc1 | 78
Cc1cc(C)cc(N2C(=O)CSC23C(=O)N(CC(=O)Nc2ccc(C)c(C)c2)c2ccccc23)c1 (stereo not drawn) | 66
CC(=O)N1CCN(c2c(C)cnc3c2c(=O)n(CC(N)=O)c(=O)n3C)CC1 | 63
COCCn1c(=NC(=O)c2cc(C)nn2C)sc2cc(F)ccc21 | 53
CN[C@H](CC(C)C)C(=O)N[C@H]1C(=O)N[C@@H](CC(N)=O)C(=O)N[C@H]2C(=O)N[C@H]3C(=O)N[C@H](C(=O)N[C@H](C(=O)O)c4cc(O)cc(O)c4-c4cc3ccc4O)[C@H](O)c3ccc(c(Cl)c3)Oc3cc2cc(c3O[C@@H]2OC(CO)[C@@H](O)[C@H](O)[C@H]2O[C@H]2C[C@](C)(N)[C@H](O)[C@H](C)O2)Oc2ccc(cc2Cl)[C@H]1O (stereo partly drawn) | 60
Cc1ccc(NC(=O)Cn2c(C)nc3c(sc4cccc(F)c43)c2=O)cc1C | 125
Cc1cc2c(SCc3cc(=O)[nH][nH]3)ncnc2s1 | 63
CC1=CC(=O)C(N=[N+]=[N-])=C(C)C1=NC(C)=NS(=O)(=O)c1ccc(Cl)cc1 | 53
CC(=O)Nc1ccc(C(=O)NCCNC(=O)Nc2ccc(C(C)(C)C)cc2)cc1 | 71
Cc1nn(C)c(C(=O)Nc2ccc(Cl)cc2)c1[N+](=O)[O-] | 62
Cc1ccccc1OCC(O)Cn1c(N/N=C\C(Cl)=C\c2ccc([N+](=O)[O-])cc2)nc2c1c(=O)n(C)c(=O)n2C (stereo not drawn) | 66
COc1ccc(OC)c(NC(=O)Nc2cccc(C(F)(F)F)c2)c1 | 59
O=[N+]([O-])c1c(Sc2cccs2)ncnc1Sc1cccs1 | 54
CC1CCc2nc(NC(=O)c3cccc(Br)c3)sc2C1 (stereo not drawn) | 55
COC(=O)c1ccc(C(=O)Nc2ccc(C)cc2)nc1 | 56
COc1ccc(OC)c(N2CC(c3nc4ccccc4n3Cc3c(F)cccc3Cl)CC2=O)c1 (stereo not drawn) | 55
O=C(O)c1ccccc1C(=O)N1CCN(C(=O)c2ccccc2Cl)CC1 | 56
O=C(C1CCCCC1)N(c1ccc2oc3c(c2c1)CCCC3)S(=O)(=O)c1cccs1 | 64
CCCOc1ccc(S(=O)(=O)Nc2ccc3c(c2)CC(=O)N3)cc1 | 64
CN(C)CC#Cc1cccc(/C=N\O)c1 | 52

More structures.
SMILES | RMI FANCM FP
O=C(CS(=O)(=O)c1ccc(Cl)s1)NCCc1ccccc1 | 66
CC(C)(C)c1cc(C(=O)NNC(=O)Nc2cccc(Cl)c2)n(Cc2ccccc2)n1 | 56
COc1cccc(-c2ccc3nnc(SCC(=O)NCc4ccc5c(c4)OCO5)n3n2)c1 | 55
O=C(CSc1ccc(F)cc1)N(Cc1cccnc1)c1nc2ccc([N+](=O)[O-])cc2s1 | 52
COc1ccc(CCC(=O)NNC(=O)c2cccn(Cc3ccc(F)cc3)c2=O)cc1 | 61
CCc1ccc2nc(N3CCN(C(=O)c4ccccc4OC)CC3)sc2c1 | 57
N#Cc1cnn(-c2ccc(F)cc2)c1NC(=O)C1CCCCC1 | 58
CC1(C)CCc2cc(CN3CCN(Cc4ccc5c(c4)OCO5)CC3)ccc2O1 | 76&63
COC(=O)c1cccc(NC(=S)NC(=O)c2cc(Cl)sc2Cl)c1 | 63
CCN1C(=O)C(C)(C)COc2ccc(NC(=O)COc3ccccc3OC)cc21 | 68
Oc1c(Cl)cc(Cl)cc1C=Nc1ccc2nc[nH]c2c1 | 12*
COc1ccccc1NC(=O)N(C1=NCCC1)c1cccc(C)c1C | 62
O=C1N=c2ccc(Br)cc2=C1c1sc(Nc2cccc(C(F)(F)F)c2)nc1O | 56
CCOC(=O)C(OC(=O)Nc1ccccc1)C(OC(=O)Nc1ccccc1)C(=O)OCC (stereo not drawn) | 56
Cn1c(NC(=O)c2cccs2)c(-c2ccccc2)c(=O)c2ccccc21 | 63
COc1ccccc1N=C1SCC(=O)N1Cc1ccco1 | 60
COc1ccccc1-c1ccc(N2CCN(S(=O)(=O)c3ccc(F)cc3F)CC2)nn1 | 84
CCOc1ccc2nc(N(CCCN(C)C)C(=O)c3ccc(S(=O)(=O)N4CCc5ccccc5C4)cc3)sc2c1 | 123
Cc1ccc(Cn2cc(C(=O)NNC(=O)NC(C)(C)C)ccc2=O)cc1 | 63
O=S(=O)(Cc1nc(COc2c(Cl)cccc2Cl)no1)c1ccc(Cl)cc1 | 62
O=C(Nc1ccc(NC(=O)c2scc(-c3ccccc3)c2-n2cccc2)cc1)c1ccco1 | 67
CC1CCN(c2nc3c(c(=O)[nH]c(=O)n3C)n2CCSc2nnnn2-c2ccccc2)CC1 | 57
CCOC(=O)c1ccc(NC(=O)Nc2c3ccccc3nc(=O)n2Cc2cccs2)cc1 | 99
CCCOc1cc(Nc2ccc(NC(=O)c3c(F)cccc3F)cc2)nc(C)n1 | 54

Assay outcomes from PubChem BioAssay.
